Compound activity (PubChem)
NCI-60 one-dose screen, 48 h, at 10 µM unless noted. Numbers give growth in % (100 = growth as untreated, 0 = no growth, -100 = all killed).
LOX IMVI – LOX IMVI melanoma; 79,000 tested, 7.4% active; AID 1794757
MCF7 – MCF7 breast cancer; 82,000 tested, 6.3% active
MDA-MB-468 – MDA-MB-468 breast cancer; 78,000 tested, 8.5% active
BT-549 – BT-549 breast cancer | 78,000 tested, 4.4% active | AID 1794793
SK-MEL-28 – SK-MEL-28 melanoma; 81,000 tested, 4.1% active; AID 1794761
HS 578T – HS 578T breast cancer | 78,000 tested, 4.1% active | AID 1794788
MDA-MB-231 – MDA-MB-231 breast cancer; 81,000 tested, 5% active; AID 1794789
T-47D – T-47D breast cancer | AID 1794792 | 79,000 tested, 5% active
An asterisk follows results filed as active; x = no result given; & = joins results of further samples; ! = repeats disagree. The calls were made as follows: active = growth percent below 10; inactive = the rest.

SMILES | LOX IMVI | MCF7 | MDA-MB-468 | BT-549 | SK-MEL-28 | HS 578T | MDA-MB-231 | T-47D
O=C(Nc1ccc(Nc2ncnc3sc4c(c23)CCCC4)cc1)Nc1cccc(C(F)(F)F)c1 | 95 | 90 | 104 | 117 | 97 | 89 | 93 | 88
O=C1/C(=C/c2ccc([N+](=O)[O-])cc2)Oc2ccc(O)c(-c3ccccc3)c21 | 68 | 53 | 30 | 64 | 106 | 99 | 74 | x
Cc1cc2nc(C(Cl)Cl)nc(-c3ccccc3)n2n1 | 75 | 41 | -21* | 87 | 85 | 53 | 63 | 62
O=C(Nc1cccc2ccccc12)ON=C1CCCCC1 | x | 101 | 106 | 107 | 112 | 119 | 95 | 91
C/C(CN1CCCCC1)=N\O | 108 | 102 | 100 | 89 | 110 | 128 | 103 | 95
O=C(CCN1CCCC1)Nc1ccc2c(NCCCCc3ccccc3)c3ccccc3nc2c1 | -89* | -76* | -75* | 57 | -63* | -9.3* | -75* | -27*
CC1(C)CC(=O)C2=C(C1)OC(N)=C(c1nc3ccccc3[nH]1)C2c1ccc(Cl)cc1 (stereo not drawn) | 107&43 | 94&56 | 103&47 | 123&57 | 109&30 | 6.8*! | 105&79 | 117&72
O=C(O)C(O)C(O)C(O)C(O)CO (stereo not drawn) | 106 | 100 | 104 | x | 104 | x | 111 | 102
COc1cc(C(O)c2nc3ccccc3s2)cc(OC)c1OC (stereo not drawn) | 85 | 92 | 34 | 84 | 107 | 87 | 79 | 56
CN1CCN(c2ccc(Nc3nc(NCCCNC(=O)c4ccccc4)c4sccc4n3)cc2)CC1 | 16 | 38 | 68 | 138 | 73 | 79 | 89 | 54
COc1cc2nc(N3CCC[C@@H](N)C3)nc(N)c2cc1OC | 97 | 101 | 108 | 114 | 106 | 116 | 106 | 99
CC1=CC(Cc2ccccc2)N(C)C(C(N)=O)C1 (stereo not drawn) | 95 | 94 | 104 | 116 | 101 | 120 | 93 | 105
O=C(O)C(Cc1ccccc1)N1C(=O)/C(=C/c2cccnc2)SC1=S (stereo not drawn) | 100 | 91 | 105 | 108 | 103 | 95 | 107 | 107
CCCC(N)(CC)C(=O)O (stereo not drawn) | 75 | 96 | 96 | 97 | 111 | 101 | 101 | 105
O=S(=O)(Cc1ccccc1)NC1c2ccccc2Oc2ccccc21 | 100 | 89 | 81 | 86 | 108 | 105 | 95 | 93
Clc1ccc(-n2ccnc2)c(-n2cnnn2)c1 | 102 | 103 | 102 | 109 | 106 | 98 | 105 | 106
CC(=O)OC(COC(c1ccccc1)(c1ccccc1)c1ccccc1)C(OC(C)=O)C(OC(C)=O)C(COC(c1ccccc1)(c1ccccc1)c1ccccc1)OC(C)=O (stereo not drawn) | 97 | 96 | 95 | 107 | 105 | 112 | 90 | 111
O=C(CCC(=O)Nc1ccc(-n2nnc3cc(Cl)c(Cl)cc32)cc1)Nc1ccc(-n2nnc3cc(Cl)c(Cl)cc32)cc1 | 87 | 32 | 71 | 79 | 104 | 106 | 70 | 39
Cc1ccc(-c2cc(-c3ccccc3)n3nc(-c4ccc(Cl)cc4)cc3n2)cc1 | 103 | 110 | 92 | 95 | 89 | 104 | 124 | 97
O=C(Nc1cccc([N+](=O)[O-])c1)OCc1ccc2c(c1)OCO2 | 95 | 94 | 104 | 98 | 107 | 112 | 92 | 94
O=S(=O)(NCCCNc1nccc(-c2c(-c3ccc(F)cc3)nc3sccn23)n1)c1ccc(O)cc1 | 48 | 30 | 62 | 84 | 71 | 80 | 95 | 41
CCOC(=O)C1(Cc2ccccc2)CCCCCC1=O (stereo not drawn) | 109 | 99 | 125 | 112 | 104 | 106 | 109 | 99
O=C(COc1ccc([N+](=O)[O-])cc1Cl)N1CCOCC1 | 96 | 98 | 94 | 111 | 101 | 127 | 106 | 93
CC(O)C(O)C(O)C(O)CO (stereo not drawn) | 95 | 91 | 87 | 93 | 108 | 104 | 101 | 81
O=C(Nc1ccc([N+](=O)[O-])cc1)C(=O)Nc1ccc([N+](=O)[O-])cc1 | 95 | 91 | 105 | 100 | 115 | 95 | 98 | 89
Next entries follow.
SMILES | LOX IMVI | MCF7 | MDA-MB-468 | BT-549 | SK-MEL-28 | HS 578T | MDA-MB-231 | T-47D
COc1ccc(NC(=O)c2ccc(C(F)(F)F)nc2Nc2ccc(Cl)cc2C)cc1Cl | 13 | 9.6* | x | 19 | x | 11 | 7.3* | 22
OCCNC(=S)Nc1ccc(-c2nc(N3C[C@H]4CC[C@@H](C3)O4)c3cccn3n2)cc1 | 1.8* | 9.2* | -25* | -8.0* | -5.4* | -29* | 4.2* | -23*
COC(=O)C(=Cc1ccccc1)C(=O)OC | 102 | 96 | 105 | 102 | 100 | x | 108 | 103
NC(=NCCCOc1ccc(Cl)cc1)Nc1ccc(C(F)(F)F)cc1 | 9.8* | 9.2* | -8.5* | 73 | x | 52 | 10 | 2.8*
O=S(=O)(NCCNc1cc(-c2c(-c3cccc(O)c3)nc3sccn23)ccn1)c1ccccc1 | 66 | 53 | 55 | 63 | 89 | 46 | 78 | 30
O=[N+]([O-])CC(c1ccco1)c1c[nH]c2ccccc12 (stereo not drawn) | 94 | 96 | 94 | 100 | 105 | 100 | 93 | 95
CCN1CCN(c2cc(C(=O)Nc3nc4ccc(Oc5ccnc(C(=O)NC)c5)cc4s3)cc(C(F)(F)F)c2)CC1 | 35 | 52 | 43 | 149 | 77 | 93 | 86 | 72
O=C1/C(=C/c2ccc(OCc3cccc(F)c3)cc2)Oc2cc(O)ccc21 | x | 81 | 48 | 90 | 93 | 60 | 83 | 71
COc1ccc(C2CC(c3ccc(Cl)cc3)=NN2C(=O)Cn2c3c(sc2=O)C2C[C@@H](C)CCC2C(C)(C)S3)cc1 (stereo partly drawn) | 94 | 66 | 90 | 83 | 101 | 82 | 80 | 63
Nc1ccc(-c2ccncc2)cc1NC(=O)N1Cc2ccccc2C1 | 91 | 88 | 100 | 98 | 76 | 93 | 100 | 65
C=C1CCC2C3(C)COC(c4ccccc4)OC3CCC2(C)C1C/C=C1/C(=O)OCC1OC(C)=O (stereo not drawn) | 12 | 25 | 53 | 103 | 118 | x | 95 | 71
CCCc1cc(=O)[nH]c(-n2nc(C)cc2C)n1 | 44 | 39 | 60 | 52 | 61 | 80 | 48 | 50
O=C(O)C(=O)O | 93 | 98 | 95 | x | 99 | 100 | 102 | 94
CC1(C)COC(c2ccc(CC(Cc3ccc(C4(C(C)(C)C)OCC(C)(C)CO4)cc3)C(=O)O)cc2)(C(C)(C)C)OC1 | 48 | 39 | 53 | 48 | 86 | 59 | 67 | 58
CC(C)[C@@]12C[C@@H](OC(=O)COC(=O)c3ccccc3)[C@@](C)(O1)[C@@H]1CC[C@@H](C)[C@H]1[C@@H]2OC(=O)/C=C/c1ccccc1 | 89 | 82 | 85 | 23 | 107 | -14* | 86 | 60
NS(=O)(=O)c1ccc(NC(=O)c2ccoc2COc2ccccc2)cc1 | x | 93 | 123 | 94 | 107 | 101 | 92 | 95
Oc1ccc(-c2[nH]ncc2-c2c[nH]c3ccccc23)cc1 | 93 | 74 | 110 | 82 | 99 | 90 | 85 | 99
CC(=O)C(N=Nc1ccc(-c2cc(-c3ccc(N=NC(C(C)=O)C(C)=O)cc3)cc(-c3ccc(N=NC(C(C)=O)C(C)=O)cc3)c2)cc1)C(C)=O | 97 | 93 | 118 | 110 | 110 | 106 | 102 | 106
O=C(O)CCC(=O)c1ccc(Oc2ccccc2)cc1 | 97 | 87 | 96 | 104 | 101 | x | 106 | 96
CCN1CCN(CC(=O)NC2CCCCC2)C(=O)/C=C\C1=O | 92 | 98 | 81 | 127 | 101 | 87 | 98 | 113
O=C1N=C2SC=C(c3ccc(Cl)cc3)N2C1CCN1CCCC1 (stereo not drawn) | 97 | 88 | 99 | 95 | 100 | 111 | 110 | 94
COc1cc(C2C(C#N)=C(N)OC3=C2C(=O)c2ccccc2C3=O)cc(OC)c1O (stereo not drawn) | 26 | 20 | 106 | 58 | 66 | 6.8* | 57 | 88
CC(=O)OCC1(C)CCC(C)CO1 (stereo not drawn) | 97 | x | 106 | 115 | 109 | 90 | 109 | 108
O=C(O)c1cc(C(F)(F)F)cc(C(F)(F)F)c1 | 100 | 101 | 109 | 105 | 103 | 109 | 104 | 104
CCN1C(=O)N(CC)C2Nn3c(s/c(=C\c4ccco4)c3=O)=NC21 (stereo not drawn) | 96 | 76 | 79 | 96 | 100 | 102 | 109 | 109

Structural class: those above containing an NH in an aromatic ring.
SMILES | LOX IMVI | MCF7 | MDA-MB-468 | BT-549 | SK-MEL-28 | HS 578T | MDA-MB-231 | T-47D
CC1(C)CC(=O)C2=C(C1)OC(N)=C(c1nc3ccccc3[nH]1)C2c1ccc(Cl)cc1 (stereo not drawn) | 107&43 | 94&56 | 103&47 | 123&57 | 109&30 | 6.8*! | 105&79 | 117&72
O=[N+]([O-])CC(c1ccco1)c1c[nH]c2ccccc12 (stereo not drawn) | 94 | 96 | 94 | 100 | 105 | 100 | 93 | 95
CCCc1cc(=O)[nH]c(-n2nc(C)cc2C)n1 | 44 | 39 | 60 | 52 | 61 | 80 | 48 | 50
Oc1ccc(-c2[nH]ncc2-c2c[nH]c3ccccc23)cc1 | 93 | 74 | 110 | 82 | 99 | 90 | 85 | 99

A different layout for seven compounds above:
Value order: LOX IMVI, MCF7, MDA-MB-468, BT-549, SK-MEL-28, HS 578T, MDA-MB-231, T-47D
CCN1CCN(c2cc(C(=O)Nc3nc4ccc(Oc5ccnc(C(=O)NC)c5)cc4s3)cc(C(F)(F)F)c2)CC1
    35, 52, 43, 149, 77, 93, 86, 72
O=C1/C(=C/c2ccc(OCc3cccc(F)c3)cc2)Oc2cc(O)ccc21
    x, 81, 48, 90, 93, 60, 83, 71
COc1ccc(C2CC(c3ccc(Cl)cc3)=NN2C(=O)Cn2c3c(sc2=O)C2C[C@@H](C)CCC2C(C)(C)S3)cc1 (stereo partly drawn)
    94, 66, 90, 83, 101, 82, 80, 63
Nc1ccc(-c2ccncc2)cc1NC(=O)N1Cc2ccccc2C1
    91, 88, 100, 98, 76, 93, 100, 65
C=C1CCC2C3(C)COC(c4ccccc4)OC3CCC2(C)C1C/C=C1/C(=O)OCC1OC(C)=O (stereo not drawn)
    12, 25, 53, 103, 118, x, 95, 71
CCCc1cc(=O)[nH]c(-n2nc(C)cc2C)n1
    44, 39, 60, 52, 61, 80, 48, 50
O=C(O)C(=O)O
    93, 98, 95, x, 99, 100, 102, 94

Next section:
SMILES | LOX IMVI | MCF7 | MDA-MB-468 | BT-549 | SK-MEL-28 | HS 578T | MDA-MB-231 | T-47D
N#CN1CCOCC1 | 101 | 100 | x | 107 | 106 | 98 | 119 | 100
C=C1CN(c2ccc(N(C)C)cc2)C1=O | 106 | 94 | 111 | 98 | 107 | 110 | 103 | 75
C=CCn1c(SCC(=O)Nc2ccc(/C(C)=N\O)cc2)nnc1-c1cc(-c2ccc(Cl)cc2)nc2ccccc12 | -67* | 14 | 43 | 33 | 45 | 67 | 35 | 7.7*
CCS(=O)(=O)Oc1ccc(-c2cn3ccoc3n2)cc1 | 106 | 91 | 89 | 104 | 102 | 106 | 103 | 106
COC(=O)C1(CC(=O)c2cccc([N+](=O)[O-])c2)NC(=S)NC(=O)C1C#N (stereo not drawn) | 95 | 89 | 93 | 123 | 108 | 106 | 98 | 112
Cc1sc2nc3nc(CC#N)[nH]n3c(=O)c2c1C | 104 | 99 | 145 | 104 | 113 | 108 | 118 | 96
CCCCC1COc2cccc3c2N1C=C/C3=C\C(=O)N(C)c1ccc(OC(F)(F)F)cc1 (stereo not drawn) | 99 | 103 | 88 | 117 | 106 | 100 | 113 | 93
O=C1Nc2ccc([N+](=O)[O-])cc2C1=Nc1ccccc1 | 97 | 85 | 109 | x | 108 | 98 | 95 | 84
NC(=O)CC1C=CCC1 (stereo not drawn) | 103 | 92 | 111 | 90 | 109 | 110 | 102 | 106
CC(/C=C\c1ccccc1)c1ccccc1 (stereo not drawn) | 95 | 99 | 109 | x | 107 | 116 | 103 | 91
Cc1noc(N)c1C(=O)Nc1ccc2c(c1)OCO2 | 112 | 97 | 102 | 96 | 111 | x | 118 | 109

Rows were taken by chance; any-hit rate near 12%.
